Screening data as filed in PubChem.
EPAC1 antag: antagonists of human EPAC1. O95398. EPAC1 GEF assay, Rap1b-BODIPY-GDP exchange fluorescence. Potency, µM (doses to about 115 µM), without a hit: at the highest dose activity change, negative = inhibition, hits mostly inhibitors. hit rate 0.14% among 360,000;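 note: plate controls were vehicle for no effect and positive control for full effect; nearly all actives have a fitted effect of over 50% in size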
PTHR1 ag: PTHR1 (human) receptor agonism. Q03431. AID 743266. HEK293 GP2 PTHR1 cells, GloSensor cAMP luminescence, 1 h. Potency, µM (doses to about 115 µM), without a hit: at the top dose activation, actives largely listed as activators. hit rate 0.075% among 410,000; note: nearly all actives have a fitted effect of over 55% in size; some results filed as inactive show a strong effect at the top dose; inactives centre near -15; many of its hits are not listed in these tables
Target sequence (Q03431 whole entry, looked up): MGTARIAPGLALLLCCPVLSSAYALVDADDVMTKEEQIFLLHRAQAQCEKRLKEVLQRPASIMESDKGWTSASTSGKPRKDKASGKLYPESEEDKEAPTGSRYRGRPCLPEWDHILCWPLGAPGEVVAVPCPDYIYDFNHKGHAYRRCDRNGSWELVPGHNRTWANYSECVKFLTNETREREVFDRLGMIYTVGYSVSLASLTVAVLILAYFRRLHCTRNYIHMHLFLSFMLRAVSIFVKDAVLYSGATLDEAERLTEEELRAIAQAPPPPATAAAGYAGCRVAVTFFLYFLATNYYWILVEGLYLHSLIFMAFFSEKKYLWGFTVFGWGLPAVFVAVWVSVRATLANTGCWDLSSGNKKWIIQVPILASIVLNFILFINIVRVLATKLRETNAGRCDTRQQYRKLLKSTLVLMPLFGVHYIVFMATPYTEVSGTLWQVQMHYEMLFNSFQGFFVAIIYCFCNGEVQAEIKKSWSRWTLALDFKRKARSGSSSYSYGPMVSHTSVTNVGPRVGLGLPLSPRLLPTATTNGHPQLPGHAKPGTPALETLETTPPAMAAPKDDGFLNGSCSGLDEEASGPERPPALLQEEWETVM
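HEK-293-derived GP2 cells expressing PTHR1 and a GloSensor cAMP reporter, 3,000/well, plated overnight, given luciferin plus IBMX (each 0.5 mM as added) for 1 h at 37 °C, then compound for 1 h at 37 °C. Luminescence was read after 15 min at room temperature.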
EPAC2 antag: antagonists of human EPAC2; EPAC2 GEF exchange of Rap1B-BODIPY-GDP, fluorescence; hit rate 0.18% among 360,000; Potency, µM (doses to about 114 µM), for the others: at the top dose activity, negative = inhibition, most hits filed as inhibitors; Q8WZA2; AID 720708; note: % is set by controls: 0 for no effect and ±100 for the full control effect; nearly all actives have a fitted effect of over 45% in size; many of its hits are not listed in these tables
EPAC2 agonist: activates human EPAC2 exchange factor. Q8WZA2. EPAC2 activation, biochemical qHTS; response scale: 100% = 6.5 mM cAMP response. Potency, µM (doses to about 154 µM), for the others: at the top dose activation, hits mostly activators. hit rate 0.079% among 360,000. AID 720711; note: nearly all actives have a fitted effect of over 50% in size
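In this primary screen, activation is scored as increased exchange of BODIPY-GDP from Rap1B by 100 nM EPAC2, with 50 uM GDP as competitor. Signal is normalized to the 6.5 mM cAMP agonist control.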
EPAC1 ag: activates human EPAC1 exchange factor | AID 720707 | EPAC1 agonist qHTS, biochemical assay; response scale: 100% = response to 6.5 mM cAMP | O95398 | hit rate 0.073% among 360,000 | Potency, µM (titrated, usually from 154 µM), for inactives: at the top dose activation, hits mostly activators; note: nearly all actives have a fitted effect of over 60% in size
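Multi-concentration qHTS readout: loss of Rap1B-bound BODIPY-GDP fluorescence driven by 100 nM EPAC1 with excess GDP (50 uM), monitored kinetically at room temperature; agonist response expressed relative to 6.5 mM cAMP.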
TDP43 rescue: inhibitors of TDP-43 toxicity in yeast; TDP-43 expressing yeast growth rescue, BacTiter-Glo, 24 h; Potency, µM (titrated, usually from 46.1 µM), inactives show at the top dose growth rescue (activation), usual class: activators; hit rate 1.8% among 410,000; note: % of control where 0% means no effect; nearly all actives have a fitted effect of over 50% in size
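In this qHTS, compounds that restore growth of yeast expressing TDP-43 appear as activators. Cells (OD600=0.02, galactose medium, raffinose-pregrown) are incubated with compound 24 hr at 30 deg C and growth is quantified by BacTiter-Glo.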
FUS suppressor: rescues growth of FUS-expressing yeast | S. cerevisiae FUS-expressing, growth rescue, OD600, 24 h | hit rate 0.24% among 390,000 | AID 1347120 | Potency, µM (series often up to 76.6 µM), inactives show at the highest dose growth rescue (activation), actives largely listed as activators;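 note: plate controls were DMSO vehicle for no effect and reference control for full effect; nearly all actives have a fitted effect of over 55% in size; some results filed as inactive show a strong effect at the top dose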
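Steps: raffinose overnight preculture; dilution to OD 0.005 in 2% galactose minimal medium; compound addition (concentration series); 24hr at 30C, 99% humidity; absorbance read at 600 nm.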
aSyn yeast inh: rescues yeast growth from alpha-synuclein toxicity | Yeast expressing alpha-synuclein, growth rescue, BacTiter-Glo, 24 h | hit rate 0.14% among 370,000 | Potency, µM (titrated, usually from 46.1 µM), inactives show top-dose growth rescue (activation), hits mostly activators; note: % of control where 0% means no effect; nearly all actives have a fitted effect of over 65% in size
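Readout is rescue of growth in alpha-synuclein-expressing yeast, so inhibitors of toxicity appear as activators. Growth after 24 hr at 30 deg C in galactose medium is quantified by luminescence.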
Active calls of the source: *; i = inactive; u = inconclusive; x = no result given; & = joins results of further samples; [ ] = another dose, or the depositor's remark. Calls come from the whole dose curve; as a rule, active = well fitted curve in the direction sought with a large enough effect; inconclusive = small, poorly fitted or top-dose-only effect, or another doubt; inactive = no such curve, though single readings can be large; an effect the other way counts as inactive or inconclusive. Potency is the fitted concentration of half-maximal effect. Only part of the results is shown (hit frequency here may not be typical).

| SMILES | EPAC1 antag | PTHR1 ag | EPAC2 antag | EPAC2 agonist | EPAC1 ag | TDP43 rescue | FUS suppressor | aSyn yeast inh |
| --- | --- | --- | --- | --- | --- | --- | --- | --- |
| CCNC(=O)C1CC(=O)N(CCCc2ccccc2)C(=Nc2ccccc2)S1 (configuration not stated) | 0% | -13% | -2% | -1% | 10% | -13% | 6% | -5% |
| CCc1cc2c(=O)n(CCCOC)c(SCC(=O)Nc3oc(C)c4c(C)n[nH]c(=O)c34)nc2s1 | -16% | -7% | -2% | -7% | -5% | -15% | -4% | -4% |
| Cc1ccc(C(=O)N/N=C\C=C\c2ccc(Br)cc2)cn1 | -10% | -29% | -4%[57.1 µM] | 11% | -2% | -5% | -22% | -1% |
| Cc1cccnc1NC(=O)c1ccc2c(c1)NC(=O)C(C)S2 (configuration not stated) | -5% | i | 10% | -4% | -3% | 9% | 3% | -2% |
| CCc1cc(=O)oc2c3c(cc(OCC(=O)NCc4ccco4)c12)OC(C)(C)CC3 | -15% | -31% | -14% | 2% | -15% | 35µM* | 16% | -2% |
| Cc1ccc2[nH]c3c(Cl)ncnc3c2c1 | -3% | -19% | 1% | 19% | -4% | 7% | 9% | 13% |
| CC1(C)Cc2c(sc3c2C2=NCCN2C=N3)CS1 | 11% | i | 10% | -4% | -7% | -16% | -13% | -11% |
| C=CCNc1nc(Cl)nc(NC2CCCCC2)n1 | -5% | -6% | -5% | 4% | 7% | 16µM* | 12% | -17% |
| Cc1cccc(OCCCn2ccnc2)c1 | 1% | i | 0% | 14% | 9% | -8% | -9% | -5% |
| COc1cccc2cc(C(C)=O)c(=O)oc12 | 13% | i | 3% | -3% | 3% | -9% | -1% | 3% |
| CCOC(=O)N1CCC(NC(=O)c2ccc(CS(=O)(=O)c3c(Cl)cccc3Cl)o2)CC1 | 4% | i | 10% | 7% | -8% | 0% | 10% | -1% |
| O=C(O)c1ccccc1-c1ccccc1C(=O)Nc1cccc(Br)c1 | 9% | -9% | -1% | 11% | 1% | 2% | 20% | 7% |
| Cc1cc([N+](=O)[O-])ccc1NCc1ccco1 | 2% | -4% | 1% | 17% | 15% | 20% | -12% | 1% |
| CCOC(=O)C1CCCN(c2c(C(=O)c3ccccc3)cnc3ccccc23)C1 (configuration not stated) | -7% | -4% | 0% | 13% | 15% | 25% | x | -3% |
| CCOC(=O)/C(C)=C1\NC(C)(C)Cc2ccccc21 | -10% | -46%[inhibitor] | -7% | 7% | 1% | 4% | -6% | -4% |
| COc1cc(C#Cc2c(-c3cncn3C)n(C)c3ccc(-c4cc(OC)c(OC)c(OC)c4)cc23)cc(OC)c1 | -9% | -41%[inhibitor] | 10% | 15% | 0% | u | u | -28% |
| Nc1ccn([C@@H]2O[C@H](C(=O)N3CCCN(Cc4ccccc4F)CC3)[C@@H](O)[C@H]2O)c(=O)n1 | -1% | i | -5% | 1% | 4% | 23% | 3% | -9% |
| COc1cccc(-c2ncc3ccccc3c2COC(=O)c2cccc(Br)c2)c1 | -3% | -11% | -7% | 4% | 8% | -1% | 10% | u |
| Cc1ccc(C(=O)NCC(=O)Nc2ccncc2)cc1C | -27% | u | 17% | 11% | -5% | -30% | 38% | 10% |
| c1ccc(-c2cc(N3CCOCC3)nc3ccccc23)cc1 | 8% | i | -7% | 13% | 19% | -10% | 14% | -18% |
| Cc1ccc(-n2ncc3c(N4CCC5(CC4)OCCO5)ncnc32)c(C)c1 | u | -11% | 4% | -1% | -12% | u | -2% | -10% |
| C=CCn1c(COC)nnc1SCC(=O)c1ccc(F)cc1 | 5% | -14% | 3% | 10% | -2% | -14% | 13% | -1% |
| CCn1cc(C2=NC(c3ccccc3)CO2)c2ccccc21 (configuration not stated) | -25% | -49%[inhibitor] | -19% | 12% | -12% | 7% | -21% | 10% |
| N#C[C@]1(S(=O)(=O)c2ccccc2)C[C@@H]2ON=C(c3cccc(Br)c3)[C@@H]2C1 | 4% | -44%[inhibitor] | 7% | 10% | -14% | u | 16% | 16% |
| CSc1nc(C(=O)N2CCCC(Nc3ccc(C)c(C)c3)C2)cs1 (configuration not stated) | 1% | -14% | 12% | 3% | 19% | -6% | 15% | -4% |
| CCOC(=O)CNS(=O)(=O)c1cc(-c2nn(C)c(=O)c3ccccc23)ccc1C | -4% | i | -5% | 7% | 1% | 6% | -1% | 1% |
| CC(=O)c1cccc(N2C(=O)Nc3ccccc3N2O)c1 | -16% | i | 2% | 9% | 8% | 23% | -14% | 1% |
| COc1cc2c(cc1OC)C(c1ccccc1)=NCC2 | -8% | -4% | 2% | -2% | 3% | -4% | 1% | -8% |
| N#CC(C#N)=CN=c1ccn(Cc2ccc(Cl)cc2Cl)cc1 | 0% | -39%[inhibitor] | 3% | 5% | 0% | -14% | -19% | 0% |
| COc1ccc(OC)c(C2CC(=O)Nc3c2c(=O)[nH]c2ncnn32)c1 (configuration not stated) | -15% | -21% | 3% | 3% | 3% | 2% | 1%&-12% | -1% |
| O=S1(=O)CCC(NC(=S)NCCNC(=S)NC2CCS(=O)(=O)C2)C1 (configuration not stated) | -2% | i | -1% | -5% | 0% | 10% | x | -2% |
| O=c1ccnc(Nc2ccc(Cl)cc2)[nH]1 | 8% | i | 10% | -4% | -8% | 9% | -25% | -2% |
| O=C(/C=C/c1ccc(Cl)cc1)N1CCN(Cc2ccccc2)CC1 | -7% | i | -6% | -2% | 1% | -3% | 10% | 4% |
| CN(CC(=O)OCC(=O)NCc1ccccc1)S(=O)(=O)c1ccc(F)cc1 | 4% | -19% | 4% | 2% | -5% | -27% | -25% | -2% |
| CCCN(CCC)C(=O)Cn1c(=O)n(CCCCC(=O)NCc2ccco2)c(=O)c2ccccc21 | 9% | -5% | 10% | 1% | 9% | 10% | -10% | 0% |
| Cc1cc(C)c(NC(=O)c2ccc(CNS(=O)(=O)c3cc(C(F)(F)F)ccc3Cl)cc2)c(C)c1 | -5% | -8% | -9% | -3% | -4% | -8% | u | 19% |
| Cc1ccc(S(=O)(=O)/N=C2\CN(C)C(=O)N2C)cc1 | 10% | -6% | 14% | 7% | 0% | -20% | 9% | -7% |
| CCCn1c(SCC(=O)C(C)(C)C)nc2ccccc21 | -2% | i | 4% | 5% | 3% | -6% | 21% | -5% |
| CCOc1ccc(-c2nnc(-c3cccs3)o2)cc1OCC | 5% | -3%[57.5 µM] | 8% | -5% | -2% | 20% | 10% | 4% |
| COc1cccc(C(=O)Nc2ccc3c(c2)C(=O)c2ccccc2C3=O)c1 | 0% | -23% | -11% | 1% | 2% | 14% | 11% | 1% |

Of the compounds above, 3 have a thiophene ring, fused or not:
| SMILES | EPAC1 antag | PTHR1 ag | EPAC2 antag | EPAC2 agonist | EPAC1 ag | TDP43 rescue | FUS suppressor | aSyn yeast inh |
| --- | --- | --- | --- | --- | --- | --- | --- | --- |
| CCc1cc2c(=O)n(CCCOC)c(SCC(=O)Nc3oc(C)c4c(C)n[nH]c(=O)c34)nc2s1 | -16% | -7% | -2% | -7% | -5% | -15% | -4% | -4% |
| CC1(C)Cc2c(sc3c2C2=NCCN2C=N3)CS1 | 11% | i | 10% | -4% | -7% | -16% | -13% | -11% |
| CCOc1ccc(-c2nnc(-c3cccs3)o2)cc1OCC | 5% | -3%[57.5 µM] | 8% | -5% | -2% | 20% | 10% | 4% |

Remaining list, next part
| SMILES | EPAC1 antag | PTHR1 ag | EPAC2 antag | EPAC2 agonist | EPAC1 ag | TDP43 rescue | FUS suppressor | aSyn yeast inh |
| --- | --- | --- | --- | --- | --- | --- | --- | --- |
| O=C(NC(c1ccccc1)c1cnccn1)C1CCN(Cc2ccc(Cl)c(Cl)c2)CC1 (configuration not stated) | -7% | -15% | 2% | 7% | 3% | 2% | -9% | -3% |
| CC(=O)c1ccc(-c2cccc([C@H]3[C@@H]4C=CC[C@@H](C)[C@@H]4C(=O)N3Cc3ccccc3)c2)cc1 | 6% | -1% | 17% | -2% | -4% | 25% | 38% | 8% |
| O=C(Cc1c(Sc2ccccc2)c2ccccc2n1Cc1ccccc1)NCCO | -14% | i | u | 5% | 10% | 22% | u | 3% |
| Oc1cccnc1CN1CCCCC1 | 8% | i | 16% | 9% | -7% | -28% | 3% | 1% |
| CC(=O)Nc1nc(C)c(C(C)=O)s1 | -4% | -25% | 13% | -2% | -4% | 2% | 13% | 0% |
| CC(C)CCC1(CCNC(C)c2cccs2)CCOC(C)(C)C1 (configuration not stated) | 10% | i | 5% | -8% | -15% | 0% | 18% | -1% |
| Cc1ccc(C)c(Nc2nc(-c3cccnc3)cs2)c1 | 2% | -12% | -11% | 2% | 14% | 16% | 0% | -7% |
| COc1ccc(NC(=O)CN(C)C(=O)c2ccc(NS(=O)(=O)c3ccc(C)c([N+](=O)[O-])c3)cc2)cc1 | -4% | i | 9% | -2% | 0% | 14% | 5% | 3% |
| CC(C)(C)NC(=O)C1CC(=O)OC1(C)C (configuration not stated) | 8% | i | 2% | 5% | 5% | -16% | -12% | 2% |
| Cc1oc(-c2ccc(Cl)cc2)cc1C(=O)/C(C#N)=C/Nc1ccccc1 | 6% | i | -15% | 6% | 9% | -11% | 8% | 9% |
| CCn1nnnc1SCC(=O)Nc1cccc(NC(C)=O)c1 | 0% | i | 1%[57.1 µM] | 3% | 6% | 3% | 12% | 5% |
| Cc1ccc(S(=O)(=O)Oc2cccc(N3C(=O)C4CC=CCC4C3=O)c2)cc1 (configuration not stated) | 2% | -19%[57.5 µM] | 5% | -12% | -16% | 3% | -14% | 0% |
| CC(=O)OC1(C(C)=O)CCC2C3CC4OC45CC(O)CCC5(C)C3CCC21C (configuration not stated) | 11% | i | 5% | 6% | 6% | -8% | -2% | 8% |
| O=C1COc2ccc(C(=O)COC(=O)c3ccc(F)cc3Cl)cc2N1 | 2% | -18% | 4% | 3% | -2% | -6% | 9% | 0% |
| O=[N+]([O-])c1ccccc1NCCOc1ccccc1 | -16% | i | -2% | 22% | 3% | u | x | 3% |
| CC1CC(C)CN(CCC(=O)Nc2ccc3c(c2)CCC3)C1 (configuration not stated) | 5% | -2% | 0% | 14% | -3% | -9% | 7% | -6% |
| Cc1ccc(S(=O)(=O)NN=C2CC(C)(C)CC(=O)C2(C)C)cc1 | 4% | i | -5% | 3% | -2% | 22% | -4% | -1% |
| CCn1c(SCc2nc3scc(-c4ccccc4)c3c(=O)[nH]2)nnc1-c1ccc(Cl)cc1 | 2% | i | -1% | -7% | 1% | -14% | x | -5% |
| Cc1ccc(C(=O)Nc2nnc(S(=O)(=O)Nc3ccccc3C)s2)cc1C | -15% | i | -3% | 4% | -10% | -5% | 19% | 15% |
